Compound activity from PubChem BioAssay.
Mtb RmlCD inh: M. tuberculosis RmlC/RmlD coupled enzyme inhibitors, primary screen, biochemical, compound mixtures, 384-well, from 1536-well plates; dTDP-4-dehydrorhamnose reductase (Mycobacterium tuberculosis (strain ATCC 25618 / H37Rv)) …; RmlC+RmlD coupled enzyme assay, percent inhibition; primary screen in compound mixtures; inhibition, % at 3.6 µM; 0.03% of 160,000 active; in the data active = inhibition mostly above about 34%, no sharp cut-off; also: some results filed as inactive read as strong as hits
Target sequence (P9WH09 whole entry, looked up): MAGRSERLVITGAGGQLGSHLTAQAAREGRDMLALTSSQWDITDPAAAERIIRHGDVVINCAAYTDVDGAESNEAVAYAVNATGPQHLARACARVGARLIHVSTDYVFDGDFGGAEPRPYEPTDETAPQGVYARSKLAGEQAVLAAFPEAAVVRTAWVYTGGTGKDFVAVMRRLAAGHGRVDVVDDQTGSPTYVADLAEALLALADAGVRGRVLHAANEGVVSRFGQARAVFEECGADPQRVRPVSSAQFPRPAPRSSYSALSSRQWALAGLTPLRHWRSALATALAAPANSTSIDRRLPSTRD
Target sequence (P9WH11 whole entry, looked up): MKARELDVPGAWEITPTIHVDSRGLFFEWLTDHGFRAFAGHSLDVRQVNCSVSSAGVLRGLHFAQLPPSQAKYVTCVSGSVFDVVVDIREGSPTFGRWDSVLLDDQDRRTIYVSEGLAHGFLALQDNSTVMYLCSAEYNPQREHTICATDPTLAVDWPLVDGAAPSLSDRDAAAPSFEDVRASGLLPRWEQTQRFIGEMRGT
M. tuberculosis GlmU: inhibition of mycobacterial GlmU enzyme – biochemical, glucosamine-1-phosphate acetyltransferase (AID 1376); Bifunctional protein GlmU (Mycobacterium tuberculosis (strain ATCC 25618 / H37Rv)); M. tuberculosis GlmU acetyltransferase enzyme assay; higher % means a stronger effect; one-dose inhibition, %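 (tested at 30 µM in the primary screen)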; IC50 in µM for titrated hits; 0.25% of 220,000 active; in the data active = inhibition above about 13%;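 also: 0% = complete reaction with vehicle and 100% = reaction without substrate; strong numbers were not always called active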
* hit, by the source's call.

Results for CC1CCN(S(=O)(=O)c2ccc3ncn(CC(=O)N(C)C4CCCCC4)c(=O)c3c2)CC1 ?
M. tuberculosis GlmU: 2.0%

What do the screens show for `CC(c1nnnn1C(C)(C)C)N(Cc1cccnc1)Cc1ccccc1Cl` (stereo not given)?
M. tuberculosis GlmU: -0.7%

How did COc1ccccc1C(=O)NCC(=O)Nc1cccnc1 do in these assays?
Mtb RmlCD inh: -17.3; M. tuberculosis GlmU: 2.4%

What do the screens show for `CCOc1ccc2nc(N3CCC(C(=O)N4CCN(c5ncccn5)CC4)CC3)sc2c1`?
M. tuberculosis GlmU: -1.8%

How did CCC(C)(C(=O)NC1CCCC1)N(C(=O)Cc1cccs1)c1c(C)n(C)n(-c2ccccc2)c1=O (stereo not given) do in these assays?
Mtb RmlCD inh: 8.1; M. tuberculosis GlmU: 0.7%

Results for COc1ccc(/C=C(\C#N)c2cc(OC)c(OC)cc2[N+](=O)[O-])cc1 ?
Mtb RmlCD inh: 3.6; M. tuberculosis GlmU: 0.9%

How did COc1ccc(N2CCN(C(=O)C3COc4ccccc4O3)CC2)cc1 (stereo not given) do in these assays?
Mtb RmlCD inh: 6.6; M. tuberculosis GlmU: 0.9%

What do the screens show for `CCOC(=O)C1=C(O)/C(=C/c2cn(CC(=O)N3CCCC3)c3ccccc23)SC1=Nc1ccccc1`?
Mtb RmlCD inh: -7.2; M. tuberculosis GlmU: 9.5%

Results for O=C(c1ccc2c3c(cccc13)CC2)C1CCCN(Cc2cccnc2)C1 (stereo not given) ?
Mtb RmlCD inh: 8.1; M. tuberculosis GlmU: 1.9%

Results for COCc1ccc(CN2CCCC(CO)(Cc3cccc(Cl)c3)C2)o1 (stereo not given) ?
Mtb RmlCD inh: 3.2; M. tuberculosis GlmU: -5.0%

What do the screens show for `O=C1NCCC/C1=N\Nc1ccc(Br)cc1`?
Mtb RmlCD inh: 4.5; M. tuberculosis GlmU: 4.1%

Results for CCOC(=O)c1cnn(-c2ccccc2)c1NC(=O)c1ccc(C)cc1 ?
M. tuberculosis GlmU: 0.5%

What do the screens show for `CC(Oc1ccc(Cl)cc1Cl)C(=O)Nc1ccncc1` (stereo not given)?
M. tuberculosis GlmU: -1.3%

How did CCC(=O)NC(=S)Nc1cccc(C(C)=O)c1 do in these assays?
Mtb RmlCD inh: 18.4; M. tuberculosis GlmU: 0.8%

What do the screens show for `Cc1c(N(C(=O)c2cnccn2)C2(C(=O)NC3CCCC3)CCCCC2)c(=O)n(-c2ccccc2)n1C`?
Mtb RmlCD inh: 2.7; M. tuberculosis GlmU: 0.3%

Results for Brc1ccc(-c2csc3[n+]2CCCCC3)cc1 ?
Mtb RmlCD inh: 2.5; M. tuberculosis GlmU: -3.1%

Results for Cc1cnc(C(=O)Nc2cccc3ncccc23)cn1 ?
M. tuberculosis GlmU: -2.4%

How did O=C1CCC(CCC(=O)N2CCCC(C(=O)c3ccc(Cl)cc3)C2)=NN1 (stereo not given) do in these assays?
Mtb RmlCD inh: -7.3; M. tuberculosis GlmU: 1.3%

What do the screens show for `Cc1ccccc1CS(=O)(=O)CC1(O)CCN(C(=O)c2cccc(C(F)(F)F)c2)CC1`?
Mtb RmlCD inh: -9.5; M. tuberculosis GlmU: -0.6%

What do the screens show for `Cn1c(CNC(=O)c2ccccc2)nnc1SCC(=O)Nc1nccs1`?
Mtb RmlCD inh: 5.7; M. tuberculosis GlmU: -6.2%

What do the screens show for `NNC(=O)c1cc(-c2ccccc2)sc1N`?
Mtb RmlCD inh: 3.4; M. tuberculosis GlmU: 4.2%

How did CC(C)CN(CC(C)C)S(=O)(=O)N1CCC(C(=O)NCc2cccnc2)CC1 do in these assays?
Mtb RmlCD inh: 4.9; M. tuberculosis GlmU: -0.3%

What do the screens show for `COc1cccc(CNc2ccc(S(=O)(=O)Nc3nccs3)cc2)c1O`?
Mtb RmlCD inh: -6.1; M. tuberculosis GlmU: -0.6%

What do the screens show for `COCCCN(C(=O)Nc1ccc(C)c(C)c1)C(C)c1ccccn1` (stereo not given)?
Mtb RmlCD inh: 8.8; M. tuberculosis GlmU: 0.8%

Some of these compounds in order of heavy-atom count, descending:
What do the screens show for `Cc1c(N(C(=O)c2cnccn2)C2(C(=O)NC3CCCC3)CCCCC2)c(=O)n(-c2ccccc2)n1C`?
Mtb RmlCD inh: 2.7; M. tuberculosis GlmU: 0.3%

What do the screens show for `Cc1ccccc1CS(=O)(=O)CC1(O)CCN(C(=O)c2cccc(C(F)(F)F)c2)CC1`?
Mtb RmlCD inh: -9.5; M. tuberculosis GlmU: -0.6%

How did CC(C)CN(CC(C)C)S(=O)(=O)N1CCC(C(=O)NCc2cccnc2)CC1 do in these assays?
Mtb RmlCD inh: 4.9; M. tuberculosis GlmU: -0.3%

How did O=C1CCC(CCC(=O)N2CCCC(C(=O)c3ccc(Cl)cc3)C2)=NN1 (stereo not given) do in these assays?
Mtb RmlCD inh: -7.3; M. tuberculosis GlmU: 1.3%

Results for COCc1ccc(CN2CCCC(CO)(Cc3cccc(Cl)c3)C2)o1 (stereo not given) ?
Mtb RmlCD inh: 3.2; M. tuberculosis GlmU: -5.0%

How did COc1ccccc1C(=O)NCC(=O)Nc1cccnc1 do in these assays?
Mtb RmlCD inh: -17.3; M. tuberculosis GlmU: 2.4%

(next part)
What do the screens show for `Cn1cccc1CNC1CCCCC1`?
M. tuberculosis GlmU: -1.8%

What do the screens show for `CCN(CC)CCCNC(=O)c1cc(-c2ccc(Cl)cc2)on1`?
Mtb RmlCD inh: 0.0; M. tuberculosis GlmU: 1.7%

How did CC(=O)Nc1ccc(-c2cn3cccnc3n2)cc1 do in these assays?
M. tuberculosis GlmU: 3.8%

Results for O=C(CSc1nc2ncc(Br)cc2[nH]1)c1ccc([N+](=O)[O-])cc1 ?
Mtb RmlCD inh: 4.2; M. tuberculosis GlmU: 1.8%

How did NC(=O)Cn1nc(C(F)(F)F)c2c1CCCC2 do in these assays?
Mtb RmlCD inh: 15.7; M. tuberculosis GlmU: 6.2%

How did O=C(N/N=C/c1ccc(N2CCOCC2)cc1)c1ccccc1NS(=O)(=O)c1cccs1 do in these assays?
Mtb RmlCD inh: -7.3; M. tuberculosis GlmU: 1.1%

What do the screens show for `CC1CCCCN1C(=O)C12CCC(C)(C(=O)C1)C2(C)C` (stereo not given)?
M. tuberculosis GlmU: 5.8%

Results for COc1cccc(CN(C(=O)/C=C/c2ccc(Cl)cc2)C2CCS(=O)(=O)C2)c1 (stereo not given) ?
Mtb RmlCD inh: 64.8; M. tuberculosis GlmU: -1.1%

How did Cc1cccc(OCC(=O)N2CCN(C(=O)Cc3ccccc3)CC2)c1 do in these assays?
Mtb RmlCD inh: 8.6; M. tuberculosis GlmU: -2.5%

Results for O=C(O)CN1C(c2ccccc2)=Nc2ccc(Br)cc2C1c1ccccc1 (stereo not given) ?
Mtb RmlCD inh: -9.2; M. tuberculosis GlmU: 2.7%

How did CCc1[nH]c(C)c(C(C)=O)c1C do in these assays?
M. tuberculosis GlmU: 2.9%

Results for COc1ccc(CCn2nnnc2C(c2ccc(Cl)cc2)N2CCN(C)CC2)cc1OC (stereo not given) ?
M. tuberculosis GlmU: 7.2%

What do the screens show for `CC1CCCC(C)N1/N=C/c1c[nH]c2ccc(Br)cc12` (stereo not given)?
Mtb RmlCD inh: 2.8; M. tuberculosis GlmU: -3.6%

Results for COC(=O)C1=C(C)N(CCCC(=O)O)C(=O)NC1c1ccccc1OS(=O)(=O)c1ccccc1[N+](=O)[O-] (stereo not given) ?
M. tuberculosis GlmU: -4.2%

How did CSCCCNC(=S)N1CCN(c2ccc(C(C)=O)cc2)CC1 do in these assays?
Mtb RmlCD inh: 11.2; M. tuberculosis GlmU: -3.3%

What do the screens show for `CC(C)Oc1ccc(CC(=O)NNC(=S)Nc2ccccc2)cc1`?
Mtb RmlCD inh: -13.1; M. tuberculosis GlmU: 2.8%

Results for COc1ccc2sc(NC(=O)NC(=O)c3c(Cl)cccc3Cl)nc2c1 ?
Mtb RmlCD inh: -7.7; M. tuberculosis GlmU: 9.8%

Results for O=c1c2c3c(sc2nc2n1CCCS2)CCCC3 ?
Mtb RmlCD inh: -5.7; M. tuberculosis GlmU: 1.2%

How did COc1ccc(C(C)NC(=O)c2ccoc2C)cc1OC (stereo not given) do in these assays?
M. tuberculosis GlmU: -5.4%

How did Cc1ccc2c(Cl)cc(Cl)c(OCC(=O)NCc3ccco3)c2n1 do in these assays?
Mtb RmlCD inh: -4.5

What do the screens show for `CSCC[C@H](NC(=O)OC(C)(C)C)c1nnc(SCC=C(C)C)o1`?
M. tuberculosis GlmU: -1.5%

How did CC(C)COc1ccc(C(=O)OC2CC(C)(C)OCC2CN(C)C)cc1 (stereo not given) do in these assays?
Mtb RmlCD inh: -4.6; M. tuberculosis GlmU: 2.1%

Results for CC1CCCCC12NC(=O)N(Cc1cc(=O)n3ccsc3n1)C2=O (stereo not given) ?
Mtb RmlCD inh: 19.1; M. tuberculosis GlmU: 0.2%

How did Cc1ccc(NC(=O)C(OC(=O)c2ccc(C=O)cc2)c2ccccc2)cc1Cl (stereo not given) do in these assays?
Mtb RmlCD inh: 21.1; M. tuberculosis GlmU: -4.6%

Results for CC1(C)Cc2ccccc2C(NNC(=O)c2cccnc2)=N1 ?
Mtb RmlCD inh: 3.0; M. tuberculosis GlmU: -0.6%

What do the screens show for `CCN(CC)CC#CCC(C)(c1ccccc1)c1ccccc1`?
M. tuberculosis GlmU: -8.3%

Results for COc1ccc2[nH]c(=O)c(CN(CC3CCCO3)S(=O)(=O)c3ccccc3)cc2c1 (stereo not given) ?
M. tuberculosis GlmU: 2.8%

How did CC(C)(C)C1CCc2c(sc(NC(=O)C3CCCO3)c2C(N)=O)C1 (stereo not given) do in these assays?
M. tuberculosis GlmU: -1.4%

How did Cc1cccn2c(CN(C)CCC3CCCCO3)c(C(=O)N3CCCCC3)nc12 (stereo not given) do in these assays?
Mtb RmlCD inh: -3.9; M. tuberculosis GlmU: -1.6%

Results for Cc1ccc(NNC(=O)c2cccs2)cc1Cl ?
M. tuberculosis GlmU: 1.3%

Results for Cc1nc2ncnn2c(C)c1CCC(=O)NC(C)c1ccc2c(c1)OCCO2 (stereo not given) ?
Mtb RmlCD inh: -7.5; M. tuberculosis GlmU: -1.2%

What do the screens show for `CCOC(=O)CSC1=C(C#N)C(c2sccc2C)CC(=O)N1` (stereo not given)?
M. tuberculosis GlmU: -2.8%

What do the screens show for `COc1ccccc1NC(=O)CSc1nc(N)cc(N)n1`?
Mtb RmlCD inh: -2.3; M. tuberculosis GlmU: -2.1%

How did CC1(C(=O)Nc2ccc3ccccc3c2)CC1(Br)Br (stereo not given) do in these assays?
Mtb RmlCD inh: -7.8; M. tuberculosis GlmU: 1.1%

Results for O=C(Oc1c(-c2ccccc2)c(=O)n2c3c(cccc13)CC2)c1ccc(F)cc1 ?
Mtb RmlCD inh: 5.2; M. tuberculosis GlmU: -0.1%

Results for CCN(CC)S(=O)(=O)c1ccc(N2CCOCC2)c(NC(=O)C23CC4CC(CC(Cl)(C4)C2)C3)c1 ?
Mtb RmlCD inh: 1.6; M. tuberculosis GlmU: 3.4%

Results for O=C(Nc1ccc(F)cc1F)c1cc(=O)n(-c2ccccc2)c(=O)[nH]1 ?
Mtb RmlCD inh: 25.8; M. tuberculosis GlmU: 0.4%

Results for Cc1cccc(OCC(=O)NCc2ccncc2)c1C ?
Mtb RmlCD inh: -10.7; M. tuberculosis GlmU: 1.3%

What do the screens show for `CCN1C(=O)CC(N2CCN(c3cccc(OC)c3)CC2)C1=O` (stereo not given)?
Mtb RmlCD inh: -3.7; M. tuberculosis GlmU: -1.5%

How did c1ccc2c(c1)Nc1ccncc1S2 do in these assays?
Mtb RmlCD inh: -1.1; M. tuberculosis GlmU: 5.9%

Results for Cc1ccc(N2CCN(/N=C/c3ccccc3[N+](=O)[O-])CC2)cc1 ?
Mtb RmlCD inh: -7.5; M. tuberculosis GlmU: -1.1%

Results for Cc1nc(SC2CCOC2=O)c2c(C)c(C)sc2n1 (stereo not given) ?
Mtb RmlCD inh: -2.2; M. tuberculosis GlmU: 1.6%

How did c1ccc2c(c1)CCN2CCN1CCc2ccccc21 do in these assays?
Mtb RmlCD inh: 5.3; M. tuberculosis GlmU: 3.8%

How did O=C(C/C=N/OCc1c(Cl)cccc1Cl)c1ccc(Cl)cc1 do in these assays?
Mtb RmlCD inh: 9.0; M. tuberculosis GlmU: -0.3%

How did CC(=O)N1CCc2c(sc(NC(=O)C3CC3)c2-c2nc3ccccc3s2)C1 do in these assays?
Mtb RmlCD inh: 7.4; M. tuberculosis GlmU: -3.1%

Results for CC(Nc1n[nH]c(=O)[nH]c1=O)C(=O)N/N=C/c1cccs1 (stereo not given) ?
Mtb RmlCD inh: 3.4; M. tuberculosis GlmU: -1.2%

What do the screens show for `OCC12CO[C@@H]3c4ccccc4[C@H](OC1)N32` (stereo not given in full)?
Mtb RmlCD inh: 6.7; M. tuberculosis GlmU: -1.1%

What do the screens show for `Cc1cccc(C)c1OCC(=O)NCc1nnc(SCC(=O)NC2CCCCC2C)n1C` (stereo not given)?
Mtb RmlCD inh: -0.7; M. tuberculosis GlmU: -1.5%

Results for C#C[C@]1(O)CC[C@H]2[C@@H]3[C@H](C)CC4=C(CCC(=O)C4)[C@H]3CC[C@@]21C ?
M. tuberculosis GlmU: 7.7%

Results for O=C(O)c1cccc2c(-c3ccccc3)c(-c3ccccc3)[nH]c12 ?
Mtb RmlCD inh: -6.5; M. tuberculosis GlmU: 5.2%

What do the screens show for `Cc1[nH]nc2cn[nH]c12`?
M. tuberculosis GlmU: 6.6%

Compounds above that contain a CF3 group:
What do the screens show for `Cc1ccccc1CS(=O)(=O)CC1(O)CCN(C(=O)c2cccc(C(F)(F)F)c2)CC1`?
Mtb RmlCD inh: -9.5; M. tuberculosis GlmU: -0.6%

How did NC(=O)Cn1nc(C(F)(F)F)c2c1CCCC2 do in these assays?
Mtb RmlCD inh: 15.7; M. tuberculosis GlmU: 6.2%

An excerpt. The share of hits here may be higher or lower than overall.
